Screening data as filed in PubChem BioAssay.
Pf Dd2 growth: Plasmodium falciparum Dd2 growth inhibition | AID 1347417 | 4.3% of 120,000 active | Potency, µM (titrated, usually from 28.9 µM), inactives show at the top dose activity, negative = inhibition, hits mostly inhibitors | P. falciparum Dd2 growth, SYBR Green, 72 h; active means well fitted inhibition curve with a large enough effect; inconclusive means small, poorly fitted or top-dose-only effect; inactive means no such curve, though single readings can be large or run the other way;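 further: plate controls were DMSO vehicle for no effect and reference drug for full effect; nearly all actives have a fitted effect of over 65% in size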
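Readout: SYBR Green fluorescence, 485 nm excitation, 535 nm emission, after ~16 h lysis at 37C. Before that, Dd2-infected red cells (2.5% hematocrit) grew 72 h with compound, 29 uM top final concentration.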
* hit, by the source's call; i = inactive; ? = inconclusive; & = joins results of further samples; [ ] = another dose, or the depositor's remark. Potency means the concentration at half of the fitted maximal effect. Only part of the results is shown. The share of hits here may be higher or lower than overall.

Sample of the layout (2 entries):
SMILES | Pf Dd2 growth
O=C(c1ccc(=O)[nH]c1)N1CCC(C(=O)N2CCc3c(nc4cc(-c5ccccc5)[nH]n4c3=O)C2)CC1 | 47.9%[activator][5.79 µM]
O=C1CO[C@H]2CN(c3ncccn3)C[C@H]2N1Cc1ccncc1 | 21.3%[44.1 µM]

The listing, from the start:
SMILES | Pf Dd2 growth
O=C(c1ccc(=O)[nH]c1)N1CCC(C(=O)N2CCc3c(nc4cc(-c5ccccc5)[nH]n4c3=O)C2)CC1 | 47.9%[activator][5.79 µM]
O=C1CO[C@H]2CN(c3ncccn3)C[C@H]2N1Cc1ccncc1 | 21.3%[44.1 µM]
Clc1cccc(-c2ccc(CNc3ncncn3)o2)c1 | -14.4%
CC(=O)Nc1cc(-c2cn(C)c(=O)n3cc(CN4CC[S+](=O)([O-])CC4)nc23)ccn1 | -23.0%[44.1 µM]
COCCNC(=O)[C@H]1C[C@H](Oc2cccnc2)CN1C(=O)Cc1cccc(C)c1 | -3.6%
COC[C@@H]1CN(S(=O)(=O)c2ccccc2C)C[C@H]1c1nc(C)no1 | -6.9%
COCCNc1nc2c(S(=O)(=O)c3ccccc3)nnn2c2ccccc12 | 7.9%
COc1ccc(N2CC(C(=O)N3CCC(C(=O)N4CCOCC4)C3)NC2=O)cc1 (stereo unspecified) | 8.9%
COc1ccccc1N1CCN(c2c(CN3CCCC3)c(=O)oc3ccccc23)CC1 | ?
CC(C)CS(=O)(=O)Nc1ccc([C@H]2OCC(=O)N(C)[C@@H]2CO)cc1 | i
O=C(O)c1ccc2c(c1)N(Cc1ccc(F)cc1)C(=O)c1ccccc1S2=O (stereo unspecified) | i
O=C(Nc1nnc(S(=O)(=O)N2CCCCCC2)s1)c1cccc(Br)c1 | -10.5%
O=C(c1cccc(Cn2cccn2)c1)N1CC[C@H](CO)[C@H](O)C1 | 2.3%
CN(CC1CCOC1)S(=O)(=O)c1ccc2c(c1)CCCC2 (stereo unspecified) | i
Cc1ccc(Cl)cc1NC(=O)c1ccc2nc(CCc3ccccc3)oc2c1 | ?
O=C(Nc1ccc(Cl)cc1)N1CCC(N2CC3CCCN3C2=O)CC1 (stereo unspecified) | -3.0%
O=C1Nc2ccccc2O[C@H]2C[C@@H]1N(Cc1ccc(C(F)(F)F)cc1)C2 | ?
CC(C)(C)OC(=O)N1CC(NCc2cccc3c2OCO3)C1 | -14.7%[44.1 µM]
COC(=O)CC(=O)CSc1nc2cc(C(=O)NCC(C)C)ccc2c(=O)n1CCc1ccccc1 | 11.2µM*
Cn1cnc(C(=O)N2CCC3(CC2)CC(N(Cc2ccc(F)cc2)C2CC2)CCO3)c1 (stereo unspecified) | ?
O=C1NC2(Cc3ccccc31)CN(C(=O)c1ccccc1F)C2 | -15.2%
O=C(Cn1ccn2nc(-c3ccccc3)c(CO)c2c1=O)N1CCC(Cc2ccccc2)CC1 | -16.6%
CCOc1ccc(NC(=O)Cn2c(=O)n(Cc3ccc(C(=O)NCc4ccc(C)cc4)cc3)c(=O)c3ccccc32)cc1 | ?
Cc1cc(C)cc(CN2CCC3(Cc4ccccc4CNC3=O)C2)c1 (stereo unspecified) | ?
Cc1oc2ccn(Cc3ccc(F)cc3)c(=O)c2c1C(=O)NC1CC1 | ?
CC(C)n1cnnc1CC1CCCN(S(=O)(=O)c2ccc(F)cc2)C1 (stereo unspecified) | 7.9%
O=C(O)c1ccc(-c2nnc3ccc(NC(=O)C4CCC4)cn23)cc1 | -11.1%
O=C(c1ccncc1)N1CC2CCC(C1)N2Cc1cccc(Cl)c1 | 16.7%
CO[C@H]1C(=O)N(C2CCN(C(=O)c3cc(C)nn3C)CC2)[C@H]1c1ccncc1 | 17.2%
CN(C(=O)c1ccc(Cl)nc1)C1CCCc2ccccc21 (stereo unspecified) | i
CCc1ccc(N2CC(C)Cn3c2nc2c3c(=O)n(CC(=O)O)c(=O)n2C)cc1 (stereo unspecified) | -26.3%
Cc1ccc(CN2CCN(CC(=O)NCc3ccccc3Cl)C2=O)cc1 | -0.4%
O=C(NCCN1Cc2ccccc2OC(c2ccccc2F)C1)c1ccncc1 (stereo unspecified) | i
COc1cccc(C(=O)N2C3CCCC2CC(=O)C3)c1 | -12.5%[44.1 µM]
O=C1CCN(Cc2ccc(C(F)(F)F)cc2)CCCOCCN1 | i
NC(=O)[C@@H]1C[C@H](Oc2cccnc2)CN1C(=O)CN1CCCCCC1 | -15.6%
O=c1n(-c2ccc(Cl)cc2)nc2n1CCN(Cc1ccccc1)C2 | -11.4%
CCCCNC(=O)CCC(=O)NNc1nc2ccccc2c2nc(C)nn12 | 2.4%
O=C1NCCCCCCN(Cc2ccncc2)[C@@H]2CN(Cc3cccnc3)CC[C@H]12 | -18.8%
CCOC(=O)c1c(NC(C)=O)c2c3c(sc2n1Cc1nc(-c2cccc(C)c2)oc1C)CCCC3 | 17.8%
O=C1NCCCCCN(Cc2cccnc2)[C@@H]2CN(Cc3cccc(F)c3)CC[C@@H]12 | ?
CN(Cc1ccc(OC(F)(F)F)cc1)Cc1cccn1C | i
COc1cccc(CNc2sc3c(c2C(=O)Nc2ccc(OC)cc2OC)CCC3)c1 | ?
CC[C@H]1CN(S(=O)(=O)c2ccccc2)CC[C@H]1CC(=O)NCCOC | ?
OC[C@@H]1CNC[C@H]1C1CCN(Cc2ccc(Br)cc2F)CC1 | ?
COC1C(=O)N(C2CCN(S(=O)(=O)c3cccs3)CC2)C12CCOCC2 (stereo unspecified) | -12.0%
CC(C)(C)c1ccc(C(=O)N2CCOCC(O)(CN3CCCC3)C2)cc1 (stereo unspecified) | ?
COc1ccc(C(=O)N2CCn3c(nnc3-c3ccc(Cl)cc3)C2)cc1 | -10.6%
CN1C[C@H](NCc2cccc(Cl)c2)CCC[C@@H](C(=O)NC2CC2)CC1=O | 9.1%[44.1 µM]
C[S+](=O)([O-])CCn1ncc2cc(OCc3cccc(-c4cccc(F)c4)c3)ccc21 | ?
O=C(Cc1ccccc1)Nc1ccc([C@@H](O)[C@H]2COCC(=O)N2Cc2ccc(C(F)(F)F)cc2)cc1 | -13.6%
CCN(c1ccccc1)S(=O)(=O)c1ccc(NC(=O)c2nc(SC)ncc2Cl)cc1 | i
CCNC(=O)C1CCN(S(=O)(=O)c2ccc3c(c2)CCCN3C(C)=O)CC1 | -10.9%
CCOC(=O)c1ccc(NC(=O)c2cn(-c3ccccc3)nc2-c2ccc(OC)c(OC)c2)cc1 | ?
CN(C)C(=O)c1cc(-c2ccccc2F)cc2c1OCCN2Cc1cccnc1 | i
CC(=O)N1C[C@@H]2CCCN3CCC[C@@H]([C@H]23)[C@H]1CCCC(=O)NCCN(C)C | -16.0%
COc1ccc(C(=O)N2CCCC(n3cc(-c4nc(-c5ccccc5)no4)nn3)C2)cc1F (stereo unspecified) | ?
O=C(Nc1cccc(C(F)(F)F)c1)N[C@H]1CO[C@H]2[C@@H]1OC[C@@H]2Nc1nccc(C2CCCC2)n1 | -25.1%
Cc1ccc(C2(c3noc(CN(C)Cc4ccc(C)o4)n3)CCCC2)cc1 | -28.2%
COCCn1ncc(N2CCC(NC(=O)c3ccc4c(c3)OCO4)CC2)cc1=O | 27.3%

(more compounds)
SMILES | Pf Dd2 growth
COc1c(C)cccc1C(=O)N1CCOC(c2ccc(Cl)c(Cl)c2)C1 (stereo unspecified) | -7.1%
COc1ccc(-c2c(C#N)c(SCC(=O)Nc3ccc(Br)cc3)nc(C)c2C(=O)Nc2ccccc2)cc1 | ?
CCOC(=O)C1=CN(CC(=O)Nc2ccc(OC)cc2)S(=O)(=O)N=C1C | 20.6%
COc1ccc(OC)c(CNC(=O)c2ccc3c(c2)c(C)c(C)n3C)c1 | -17.2%
CN(C)CC(=O)N1Cc2ccccc2CC2(CCCCN2C)C1 (stereo unspecified) | -29.5%
O=C(CSc1cn(CC(=O)N2CCCCC2)c2ccccc12)Nc1ccc(C(F)(F)F)cc1 | -13.3%
Cc1nncn1C1CCN(S(=O)(=O)c2ccc(F)c(F)c2)CC1 | ?
CCOC(=O)C1=CN(CC(=O)Nc2ccccc2C(F)(F)F)S(=O)(=O)N=C1C | 7.2%
CN1C(=O)CCCCC1C(=O)NC1CCCC1 (stereo unspecified) | -9.9%
COCc1noc([C@@H]2CN(C(=O)C3(C)CCCCC3)C[C@H]2CO)n1 | -3.4%
CCCCC1CN(c2cccc(-c3ccccc3)c2)C(=O)CN1C(=O)c1ncoc1C (stereo unspecified) | ?
Cc1ccn(CCC(=O)N2C[C@@H](C(=O)O)[C@H](c3ccccc3C)C2)n1 | -8.7%
Cc1cccc(NC(=O)c2cc(S(=O)(=O)NCCc3ccccc3)ccc2F)c1C | i
COc1ccc(-c2nc(SCC(=O)c3ccc(OC)c(Br)c3)n[nH]2)cc1 | 15.4%
COc1ccc(CCNC(=O)CN2C(=O)COc3ccc(S(=O)(=O)N4CCCC4)cc32)c(OC)c1 | ?
COc1ccccc1CN1CCC(O)(c2csc(CN3CCN(c4ccccn4)CC3)n2)CC1 | ?
O=c1n(-c2ccc([N+](=O)[O-])cc2)nc2n1CCN(CC1CC1)C2 | ?
Cc1ccc(CC2CCOC3(CCN(C(=O)c4cccs4)CC3)C2)cc1 (stereo unspecified) | ?
Cc1ccc(CNc2nc3ccccc3n3c(C)nnc23)cc1 | 6.9%
Cc1c(Cl)cccc1NC(=O)N1CCC(CN2CCCC2)CC1 | 47.1%[activator]
CNC(=O)CN(C)C(=O)[C@@H]1CN(c2ncccn2)C[C@H]1COC | 40.4%
CCCNC(=O)C(NC(=O)CC(C)C)C1CCN(C(=O)c2ccc(Cl)cc2)CC1 (stereo unspecified) | -4.7%
COc1ccc(C(C)NC(=O)c2cc3c(N4CCSCC4)nc(C)cn3n2)cc1OC (stereo unspecified) | i
O=C(c1ccccc1)N1CCC2(CC1)CC(c1cccnc1)=NO2 | -20.8%&17.6%[44.1 µM]

Already shown: entries from further up.
SMILES | Pf Dd2 growth
CCOC(=O)C1=CN(CC(=O)Nc2ccccc2C(F)(F)F)S(=O)(=O)N=C1C | 7.2%
CN1C(=O)CCCCC1C(=O)NC1CCCC1 (stereo unspecified) | -9.9%
COCc1noc([C@@H]2CN(C(=O)C3(C)CCCCC3)C[C@H]2CO)n1 | -3.4%
CCCCC1CN(c2cccc(-c3ccccc3)c2)C(=O)CN1C(=O)c1ncoc1C (stereo unspecified) | ?
Cc1ccn(CCC(=O)N2C[C@@H](C(=O)O)[C@H](c3ccccc3C)C2)n1 | -8.7%
Cc1cccc(NC(=O)c2cc(S(=O)(=O)NCCc3ccccc3)ccc2F)c1C | i
COc1ccc(-c2nc(SCC(=O)c3ccc(OC)c(Br)c3)n[nH]2)cc1 | 15.4%
COc1ccc(CCNC(=O)CN2C(=O)COc3ccc(S(=O)(=O)N4CCCC4)cc32)c(OC)c1 | ?
COc1ccccc1CN1CCC(O)(c2csc(CN3CCN(c4ccccn4)CC3)n2)CC1 | ?
O=c1n(-c2ccc([N+](=O)[O-])cc2)nc2n1CCN(CC1CC1)C2 | ?
Cc1ccc(CC2CCOC3(CCN(C(=O)c4cccs4)CC3)C2)cc1 (stereo unspecified) | ?
Cc1ccc(CNc2nc3ccccc3n3c(C)nnc23)cc1 | 6.9%
Cc1c(Cl)cccc1NC(=O)N1CCC(CN2CCCC2)CC1 | 47.1%[activator]
CNC(=O)CN(C)C(=O)[C@@H]1CN(c2ncccn2)C[C@H]1COC | 40.4%

(continued)
SMILES | Pf Dd2 growth
CCc1ccc(NC(=O)CC2C(=O)NCCN2C(=O)c2ccccc2OC)cc1 (stereo unspecified) | 16.4%
O=C(C1CCCC1)N1CCC(C2CCN(Cc3cccc(F)c3F)CC2)C1 (stereo unspecified) | -14.5%
Cc1noc(-c2cccn3c(CNC(=O)c4ccoc4)nnc23)n1 | i
O=C(c1ccccc1F)N1CCCCCC1c1nnc(-c2ccccc2)o1 (stereo unspecified) | ?
COc1cc(C2CC(=O)Nc3c2c(=O)[nH]c2ncnn32)ccc1O (stereo unspecified) | -14.3%[5.79 µM]
Cc1ccc(NC(=O)Nc2cccn3nc(C)nc23)cc1 | i
Cc1noc(C)c1-c1cc2cc(CN(C)C)oc2c(Nc2ccncn2)n1 | i
Cn1ccc(C(=O)NCc2nnc3n2C(C(=O)NCc2ccc(F)cc2)CC3)n1 (stereo unspecified) | 17.5%
COc1ccc2nc(N(Cc3cccnc3)C(=O)CCc3ccccc3)sc2c1 | 1µM*
COCc1ccc2c(c1)c(OC(C)(C)C(=O)NC(C)C)nn2Cc1cccc(OC)c1 | i
O=C([C@H]1C[C@@H](F)CN1S(=O)(=O)Cc1ccc(Cl)cc1)N1CCOCC1 | i
O=C(c1ccoc1)N1CCCC(Cc2nc(C3CCOCC3)no2)C1 (stereo unspecified) | 5.5%
Cc1noc([C@H]2CCN(C(=O)Cc3c[nH]c4ccccc34)C[C@H]2NC(=O)C2CC2)n1 | -22.6%
O=C(Nc1ccc2c(c1)OCCO2)N1CCC(Cc2nc(C3CC3)n[nH]2)C1 (stereo unspecified) | ?
O=C1NC2(CCN(C(=O)c3ccc4c(c3)OCO4)C2)Oc2ccccc21 (stereo unspecified) | -18.8%
COc1ccccc1CN1CC[C@H]2COC(=O)N2c2cc(C)ccc2C1 | -21.1%[44.1 µM]
Cc1ccc(NC(=O)c2nc(S(=O)(=O)Cc3ccc(F)cc3)ncc2Cl)cc1C | 42.9%[activator][5.79 µM]
O=C1COc2ccc(-c3cccc(OC(F)(F)F)c3)nc2CN1 | -15.5%[44.1 µM]
CC(C)(C)CCN1CCCC(COc2ccccc2C(=O)N2CCOCC2)C1 (stereo unspecified) | i
O=C(CCC[C@H]1NC[C@@H]2C[C@H]1CN(Cc1ccccc1)C2)Nc1ccc(N2CCOCC2)cc1 | ?
CC(C)(C)c1nnc([C@H]2CCN(C(=O)C3CC3)C2)o1 | 19.9%[44.1 µM]
O=C(O)C[C@@H]1CCN(C(=O)Cc2cccs2)C[C@@H]1CCN1CCN(c2ccc(F)cc2)CC1 | 25.6%
CCN(CC)C(=O)Cn1c(=O)n(-c2ccc(C)c(C)c2)c(=O)c2c(C)c(C(=O)N(CC)CC)sc21 | -19.4%
Cc1cc(C)c2oc(-c3ccc(Cl)c(NC(=O)c4cccs4)c3)nc2c1 | i
